M5 PAM: human M5 muscarinic receptor positive allosteric modulators, primary screen, CHO-K1 cells, Fluo-8 calcium fluorescence. CHO-K1 hM5, ACh EC20 PAM; 0% = ACh EC20, 100% = ACh EC100. Muscarinic acetylcholine receptor M5 (Homo sapiens), P08912. 360,000 tested, 0.3% active. activation, % at 3 µM;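 active = activation above the run cutoff, the mean activation of all test compounds plus 3 SD, cut at about 18% in these data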
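System: CHO-K1 cell line with stable human muscarinic M5 receptor expression | Also added: EC20 acetylcholine as agonist stimulus | Compound: One concentration, 3 µM final (nominal) | Timing: Fluo-8 loading 80 min at 37 °C plus 30 min room temperature | Measured by: Fluo-8 calcium dye fluorescence, kinetic read | Read-out basis: % activation, ACh-normalized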
CRFBP-R2 agonist: agonists of CRF-BP/CRF-R2 complex, primary screen, cell-based, HEK293, calcium dye fluorescence, uHTS. activation, % at 13.2 µM. calcium dye fluorescence (FLIPR); percent of saturating CRF peptide response. 350,000 tested, 0.46% active. AID 588473, 2011;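 active = activation of at least 50%, plus an integration ratio under a set limit after plate pattern correction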;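 also: plate controls were neutral control wells without compound for no effect and CRF at EC100 for full effect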
M1 PAM: human M1 muscarinic receptor positive allosteric modulators, primary screen, CHO-K1 cells, Fluo-8 calcium fluorescence, 1536-well. Muscarinic acetylcholine receptor M1 (Homo sapiens), P11229. CHO-K1 hM1, ACh EC20; 0% = ACh EC20, 100% = maximal ACh. activation, % at 3 µM. 360,000 tested, 0.088% active; in the data active = activation above about 19%, passing the limit was not always enough
Target sequence (P11229 whole entry, looked up): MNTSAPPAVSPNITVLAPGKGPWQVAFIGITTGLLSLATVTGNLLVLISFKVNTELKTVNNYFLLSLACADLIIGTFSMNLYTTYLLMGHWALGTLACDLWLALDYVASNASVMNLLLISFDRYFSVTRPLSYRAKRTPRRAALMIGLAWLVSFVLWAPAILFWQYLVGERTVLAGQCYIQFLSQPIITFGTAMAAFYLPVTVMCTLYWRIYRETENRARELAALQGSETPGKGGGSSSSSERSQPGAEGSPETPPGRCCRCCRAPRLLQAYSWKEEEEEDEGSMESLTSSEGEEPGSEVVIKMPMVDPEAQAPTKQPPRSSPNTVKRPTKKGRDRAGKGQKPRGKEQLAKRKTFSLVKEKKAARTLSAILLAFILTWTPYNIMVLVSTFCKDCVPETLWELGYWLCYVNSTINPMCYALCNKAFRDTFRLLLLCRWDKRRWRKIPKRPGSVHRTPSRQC
CRFBP-R2 block: antagonists of CRF-BP/CRF-R2 complex, primary screen, cell-based, HEK293, calcium dye fluorescence, uHTS; CRF-induced calcium fluorescence; inhibition, % at 11.8 µM; 350,000 tested, 0.59% active;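 active = inhibition of the ligand-induced calcium signal above about 50% at the single tested concentration, limit read from the data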
M5 ag: human M5 muscarinic receptor agonists, primary screen, CHO-K1 cells, Fluo-8 calcium fluorescence; Muscarinic acetylcholine receptor M5 (Homo sapiens), P08912; activation, % at 3 µM; 360,000 tested, 0.19% active; CHO-K1 hM5 cells; 0% DMSO wells, 100% maximal acetylcholine response;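 active = activation above the run's mean over test compounds plus 3 SD, cut at about 23% in these data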;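 also: signal is peak over basal fluorescence ratio across the kinetic read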
M4 ag: human M4 muscarinic receptor agonists, primary screen, CHO-K1 cells, Fluo-8 calcium fluorescence | Muscarinic acetylcholine receptor M4 (Homo sapiens), P08173 | CHO-K1 hM4/Gqi5; vehicle 0%, full acetylcholine response 100% | activation, % at 3 µM | 360,000 tested, 0.14% active;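 active = activation above the run mean over all test wells plus 3 SD, cut at about 32% in these data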;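 also: peak over basal fluorescence ratio per well then scaled between controls; 0% = DMSO wells and 100% = acetylcholine at EC100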
Target sequence (P08173 whole entry, looked up): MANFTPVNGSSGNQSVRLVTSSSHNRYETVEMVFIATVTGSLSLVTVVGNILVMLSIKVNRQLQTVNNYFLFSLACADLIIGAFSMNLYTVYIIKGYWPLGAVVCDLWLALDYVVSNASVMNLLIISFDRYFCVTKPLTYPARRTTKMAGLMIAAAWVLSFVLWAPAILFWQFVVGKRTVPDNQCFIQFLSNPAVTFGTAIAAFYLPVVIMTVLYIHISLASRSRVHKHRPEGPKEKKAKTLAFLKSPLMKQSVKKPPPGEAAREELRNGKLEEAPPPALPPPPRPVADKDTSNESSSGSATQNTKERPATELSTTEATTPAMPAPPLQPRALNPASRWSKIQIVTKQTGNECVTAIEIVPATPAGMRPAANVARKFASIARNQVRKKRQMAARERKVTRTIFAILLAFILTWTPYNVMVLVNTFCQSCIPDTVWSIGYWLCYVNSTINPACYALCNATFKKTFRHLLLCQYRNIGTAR
M4 PAM: human M4 muscarinic receptor positive allosteric modulators, primary screen, CHO-K1 cells, Fluo-8 calcium fluorescence; 360,000 tested, 0.4% active; activation, % at 3 µM; CHO-K1 hM4/Gqi5, ACh EC20; 0% = ACh EC20, 100% = maximal ACh; AID 624126, 2012;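 active = activation above its plate's cutoff, the mean activation of sample wells plus 3 SD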; also: some results filed as inactive read as strong as hits
CHRM5 antagonist: human M5 muscarinic receptor antagonists, primary screen, CHO cells, Fluo-8 calcium fluorescence. Muscarinic acetylcholine receptor M5 (Homo sapiens), P08912. CHO-hM5 cells, ACh EC80. inhibition, % at 3 µM. 360,000 tested, 0.59% active. AID 624040, 2012;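 active = inhibition above a per-plate cutoff, the mean of that plate's test compounds plus 3 SD, cut at about 27% in these data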;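 also: 0% = acetylcholine EC80 with DMSO and 100% = DMSO without agonist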
M4 antag: human M4 muscarinic receptor antagonists, primary screen, CHO cells, Fluo-8 calcium fluorescence | 360,000 tested, 0.73% active | CHO-hM4 cells, ACh EC80 | Muscarinic acetylcholine receptor M4 (Homo sapiens), P08173 | inhibition, % at 3 µM;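 active = inhibition above its plate's cutoff, the mean inhibition of sample wells plus 3 SD, cut at about 27% in these data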;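 also: 0% = acetylcholine EC80 with DMSO and 100% = DMSO without agonist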
An asterisk follows results filed as active; / = not tested or not shown.

SMILES	M5 PAM	CRFBP-R2 agonist	M1 PAM	CRFBP-R2 block	M5 ag	M4 ag	M4 PAM	CHRM5 antagonist	M4 antag
CNCCCOc1ccc(Cl)cc1C(C)(C)C	-1	1.4	1	-24	-4	11	-4	20	11
O=C(Nc1ccncc1)Nc1cc(Cl)ccc1Cl	-2	2.5	10	-16	-1	5	-3	13	11
CCCCCCCNC(=O)C1(CC2CC(c3cccc(Br)c3)=NO2)CCN(C(=O)OC(C)(C)C)CC1 (configuration not stated)	-2	-1.0	4	-7	2	2	1	6	0
COc1ccccc1S(=O)(=O)NCc1ccc(C(=O)N(C)Cc2ccc(F)cc2)cc1	-8	-0.7	11	-4	4	4	1	8	0
Cn1cc(-c2ccc(C(=O)NCc3cccc(Cl)c3)c3occc23)cn1	-3	/	0	/	0	5	5	6	-15
CCC(=O)Nc1ccc(Cl)c(NC(=O)c2cccnc2)c1	4	4.5	1	12	3	1	3	2	-6
Cc1ccc(C(O)c2ccc(-n3ccnc3)cc2)cc1 (configuration not stated)	-7	1.4	3	4	4	7	-3	13	4
CCc1ccccc1NC(=O)CCN1C(=O)c2ccccc2C1=O	0	-2.0	11	-1	-2	1	0	2	-4
C/C(=N\NC(=O)Cc1ccccc1)c1cccnc1	-9	0.6	14	-17	-1	1	7	17	2
CCCn1c2c(c(O)c(C(=O)Nc3ccccc3)c1=O)CCCC2	0	1.4	10	-1	2	1	16	-8	-8
CC1CCN(S(=O)(=O)c2ccc(C(=O)N3CCCCC3C(=O)O)cc2)CC1 (configuration not stated)	-1	-1.1	9	4	1	2	7	3	-4
O=c1cc(C(F)(F)F)[nH]c2ccccc12	4	-1.2	4	-4	2	1	1	2	-13
O=C(Nc1ccc(F)cc1)N1CCN2C(=O)c3ccccc3C12c1ccccc1 (configuration not stated)	0	0.1	9	-36	0	2	20	3	-7
COc1ccc(OC)c(C2c3[nH]c4ccccc4c3C[C@H]3C(=O)N(C4CC4)CC(=O)N23)c1 (some centres not stated)	-3	-1.2	12	-12	-2	2	-1	0	-8
COc1ccc(C(=O)N(c2ccccc2)C2C=CS(=O)(=O)C2)cc1 (configuration not stated)	6	-0.5	3	52*	3	0	2	-8	0
O=C(COC(=O)/C=C/c1ccc(S(=O)(=O)N2CCOCC2)cc1)NCc1ccc(F)cc1	-6	0.3	-9	0	0	4	-7	-2	-8
S=C(NCc1ccccc1)NC1CCSc2ccccc21 (configuration not stated)	-14	0.5	-17	19	-8	9	-13	18	6
NS(=O)(=O)c1cccc(NC(=O)COC(=O)Cn2cnc3ccccc32)c1	1	0.1	9	-6	-3	1	9	2	-1
S=c1[nH]nc(-c2cccnc2)n1-c1ccc2c(c1)OCCO2	9	0.8	6	4	0	1	-4	0	2
CC1(C(=O)NS(=O)(=O)C2CC2)CCN(C(=O)c2cccc(Cl)c2)C1 (configuration not stated)	0	/	3	/	1	0	0	-4	-3
CCCCCCn1c(=O)n2n(c1=O)C[C@]1(OC(=O)NCc3ccccc3F)CN(S(=O)(=O)c3ccc(C)cc3)C[C@]1(O)C2	-1	1.1	5	0	-1	3	0	-8	-24
COc1ccc(-n2nc(C(=O)NCC(=O)N3CCOCC3)c3ccccc3c2=O)cc1OC	0	-0.1	3	5	0	6	-5	8	-7
O=S(=O)(c1ccc(NC(=S)NN=Cc2ccccc2O)cc1)N1CCCCC1	-15	21	-8	-31	4	2	-2	1	-10
CCn1c(Cn2nnc(-c3ccccc3)n2)nnc1SCC(=O)N1CCOCC1	-2	-2.0	16	16	1	1	26	1	6
Cc1cc(C)cc(OC(=O)CS(=O)c2ccc(C(F)(F)F)cc2[N+](=O)[O-])c1 (configuration not stated)	1	2.1	6	-43	-4	-2	2	1	4
CCOC(=O)/C(=C\c1ccc(C)cc1)NC(=O)c1ccccc1	-8	-0.6	-6	2	-1	0	-4	12	-2
CN(c1ccc(Cl)cc1)S(=O)(=O)c1nnc(NC(=O)C(C)(C)C)s1	-6	1.4	4	-10	2	9	0	6	-2
O=C(O)c1ccc(NC(=S)NC(=O)c2ccc(-c3ccc(Br)cc3)o2)cc1	9	-5.5	5	19	-1	1	6	-9	-7
C=CCn1c(COc2cccc3cccnc23)nnc1SCC(=O)O	12	0.7	4	-4	-3	1	5	-5	4
COc1cc(C(C[N+](=O)[O-])c2c(N)n(C)c(=O)n(C)c2=O)ccc1O (configuration not stated)	7	0.1	16	-2	1	1	2	2	1

Pulled by structure from above (six):
SMILES	M5 PAM	CRFBP-R2 agonist	M1 PAM	CRFBP-R2 block	M5 ag	M4 ag	M4 PAM	CHRM5 antagonist	M4 antag
C=CCn1c(COc2cccc3cccnc23)nnc1SCC(=O)O	12	0.7	4	-4	-3	1	5	-5	4
O=S(=O)(c1ccc(NC(=S)NN=Cc2ccccc2O)cc1)N1CCCCC1	-15	21	-8	-31	4	2	-2	1	-10
CN(c1ccc(Cl)cc1)S(=O)(=O)c1nnc(NC(=O)C(C)(C)C)s1	-6	1.4	4	-10	2	9	0	6	-2
CCn1c(Cn2nnc(-c3ccccc3)n2)nnc1SCC(=O)N1CCOCC1	-2	-2.0	16	16	1	1	26	1	6
COc1ccc(-n2nc(C(=O)NCC(=O)N3CCOCC3)c3ccccc3c2=O)cc1OC	0	-0.1	3	5	0	6	-5	8	-7
COc1cc(C(C[N+](=O)[O-])c2c(N)n(C)c(=O)n(C)c2=O)ccc1O (configuration not stated)	7	0.1	16	-2	1	1	2	2	1

Additional entries follow:
SMILES	M5 PAM	CRFBP-R2 agonist	M1 PAM	CRFBP-R2 block	M5 ag	M4 ag	M4 PAM	CHRM5 antagonist	M4 antag
CSc1ccc(C(=O)C2CCCN(C(=O)c3nn(C)c(=O)c4ccccc34)C2)cc1 (configuration not stated)	-3	-0.2	2	-14	5	8	0	-5	-6
CC1(C)C(=O)Nc2ccccc2N1C(=O)COC(=O)c1cc([N+](=O)[O-])ccc1N	-14	-0.8	-15	1	1	10	-6	13	1
O=c1oc2ccccc2c(O)c1Sc1ccc(Cl)cc1	6	0.5	3	17	2	-1	-1	0	5
Cc1ccc(C)c2[nH]c(=O)c(CN(CCCN(C)C)C(=O)NCc3ccccc3)cc12	4	0.6	-1	16	-4	0	-1	-3	3
OC(COc1ccc(-c2ccccc2)cc1)CN1CCCCC1 (configuration not stated)	0	1.1	-3	-32	-9	5	-5	15	4
CNC(=O)N(O)C1N(/N=C/c2cccs2)C(=S)SC1(C)C (configuration not stated)	-3	1.0	6	5	3	1	15	0	-14
CCOc1cc(/C=N/O)ccc1OCc1ccc([N+](=O)[O-])cc1	3	-3.3	11	-16	0	1	4	-2	1
COc1ccc2[nH]c(C(=O)N/N=C/c3ccc(OC)c(O)c3)cc2c1	-5	-1.2	5	0	2	6	-4	21	7
O=C(CCN1CCCCO1)N1CCCC(N2CCN(c3ccc(F)cc3)CC2)C1 (configuration not stated)	4	-1.0	6	5	-3	1	8	-3	-1
Oc1ccc(Br)cc1CNn1cnnc1	-1	1.0	9	-16	3	1	12	-5	7
CNS(=O)(=O)c1cn(CC(=O)N(C)Cc2ccccc2)cc1S(=O)(=O)NC	0	2.3	2	13	0	1	-2	0	5
Cc1ccc(NC(=O)/C(=C\c2ccco2)NC(=O)c2ccco2)cc1	3	1.6	15	-1	-2	2	-2	-2	-8
Cc1ccsc1/C=N\NC(=O)c1cc(C(C)(C)C)[nH]n1	2	-1.6	8	9	0	1	1	9	3
O=C(Cn1ncc2ccccc21)N1CCc2ccccc21	-2	0.8	7	-2	-1	0	2	-4	-8
COc1ccc(CC(=O)Nc2sc3c(c2C(N)=O)CCCC3)cc1	-1	-0.3	4	-3	-8	3	-3	0	1
Cc1cc(N)c(-n2cc3c(=O)n(C)c(=O)n(C)c3c2)cc1C	-2	-0.4	4	14	-1	0	3	5	-9
COc1cccc(C2NC(=O)NC(C)=C2C(=O)OCCSC)c1OC (configuration not stated)	0	0.0	2	6	0	1	0	6	4
CC(CN(C(N)=O)c1ccccc1O)C(=O)O (configuration not stated)	-1	-0.7	11	21	2	1	-3	-1	-5

In the list so far, these have a nitro group on carbon:
SMILES	M5 PAM	CRFBP-R2 agonist	M1 PAM	CRFBP-R2 block	M5 ag	M4 ag	M4 PAM	CHRM5 antagonist	M4 antag
Cc1cc(C)cc(OC(=O)CS(=O)c2ccc(C(F)(F)F)cc2[N+](=O)[O-])c1 (configuration not stated)	1	2.1	6	-43	-4	-2	2	1	4
COc1cc(C(C[N+](=O)[O-])c2c(N)n(C)c(=O)n(C)c2=O)ccc1O (configuration not stated)	7	0.1	16	-2	1	1	2	2	1
CC1(C)C(=O)Nc2ccccc2N1C(=O)COC(=O)c1cc([N+](=O)[O-])ccc1N	-14	-0.8	-15	1	1	10	-6	13	1
CCOc1cc(/C=N/O)ccc1OCc1ccc([N+](=O)[O-])cc1	3	-3.3	11	-16	0	1	4	-2	1

From PubChem BioAssay
